IMPase cell inh: cell-permeable inhibitors of inositol monophosphatase (IMPase); 120,000 tested, under 10 active; P97697; AID 901; CHO-M1 cells, IP1 accumulation, HTRF TR-FRET ratio; inhibition (IP1 accumulation), % at 46.1 µM; active = well fitted curve in the direction sought with a large enough effect in the signal ratio, not every such curve was filed as active; inconclusive = small, poorly fitted or top-dose-only effect, or a change in a side signal; inactive = no such curve, though single readings can be large or run the other way; the % refers to the signal ratio;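 note: cells stimulated with carbachol in lithium chloride buffer; plate controls were DMSO basal wells for no effect and reference inhibitor wells for full effect; higher means more IMPase inhibition seen as more IP1 and lower FRET ratio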
Target sequence (P97697 whole entry, looked up): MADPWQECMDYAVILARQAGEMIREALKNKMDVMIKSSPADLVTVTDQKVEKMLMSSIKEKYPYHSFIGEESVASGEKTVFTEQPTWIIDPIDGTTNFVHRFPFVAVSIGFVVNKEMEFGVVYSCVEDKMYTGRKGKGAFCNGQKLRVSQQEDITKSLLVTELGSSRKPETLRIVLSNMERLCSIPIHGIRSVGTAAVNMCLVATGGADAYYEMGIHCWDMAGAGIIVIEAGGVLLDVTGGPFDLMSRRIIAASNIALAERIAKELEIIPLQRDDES
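CHO-M1 cells (CHO stably expressing M1 receptor), compound up to 46 uM final, stimulated with carbachol (50 uM as added) in buffer with 50mM LiCl, pH 7.4, 30 min at 37C. Cytosolic IP1 read by TR-FRET; AC50 from Hill fits.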
PNC assembly inh: blocks assembly of the perinucleolar compartment | hit rate 3.1% among 140,000 | activity change (PNC), negative = inhibition, % at 10 µM | PC3M PTB-GFP, PNC prevalence imaging, 16 h; stronger effect = lower value | AID 2417;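 active = readout at or below -70, meaning at least 70% loss of cells showing the perinucleolar compartment, a nuclear body marking cancer cells; inconclusive = readout between -30 and a set limit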;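 note: plate controls were DMSO wells for no effect and camptothecin positive control wells for full effect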
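PC3M cells stably expressing PTB-GFP, 750–1000 cells/well, treated 16 h at 37 °C with compound (23 nl of library stock), in duplicate. After paraformaldehyde fixation and Hoechst stain, imaged at 20x; PNC prevalence scored by image analysis.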
15-hLO-2 inh: 15-hLO-2 (ALOX15B) enzyme inhibition; purified 15hLO-2, xylenol orange hydroperoxide absorbance; Potency, µM (top dose mostly 57.1 µM), for the others: top-dose activity change, negative = inhibition, usual class: inhibitors; hit rate 0.56% among 110,000; AID 881; note: potency is the fitted concentration of half-maximal effect; nearly all actives have a fitted effect of over 60% in size; many of its hits are not listed in these tables
Target sequence (O15296 whole entry, looked up): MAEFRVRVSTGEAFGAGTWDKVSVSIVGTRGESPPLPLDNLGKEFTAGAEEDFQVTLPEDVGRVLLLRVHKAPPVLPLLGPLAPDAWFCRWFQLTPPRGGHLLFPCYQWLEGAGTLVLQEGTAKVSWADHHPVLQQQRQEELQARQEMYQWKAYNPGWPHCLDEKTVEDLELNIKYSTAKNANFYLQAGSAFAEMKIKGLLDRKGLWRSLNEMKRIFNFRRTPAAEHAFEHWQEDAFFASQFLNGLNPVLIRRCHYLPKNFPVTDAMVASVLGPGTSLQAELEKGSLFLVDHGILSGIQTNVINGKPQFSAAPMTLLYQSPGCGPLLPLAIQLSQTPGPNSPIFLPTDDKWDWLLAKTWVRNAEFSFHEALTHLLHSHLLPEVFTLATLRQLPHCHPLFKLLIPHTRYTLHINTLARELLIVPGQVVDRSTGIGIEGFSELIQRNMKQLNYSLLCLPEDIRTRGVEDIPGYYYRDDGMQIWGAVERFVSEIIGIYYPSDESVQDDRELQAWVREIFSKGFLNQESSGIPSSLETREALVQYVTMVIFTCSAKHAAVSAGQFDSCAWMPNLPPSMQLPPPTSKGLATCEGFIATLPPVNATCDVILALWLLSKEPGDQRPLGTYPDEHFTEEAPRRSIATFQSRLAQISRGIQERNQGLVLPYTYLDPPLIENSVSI
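Enzyme 50 nM, AA 45 uM, 25 mM Hepes pH 7.5 + 0.01% Triton X-100; cpd preinc 15 min RT, rxn 90 min RT; stop/detect with 200 uM XO + 300 uM Fe(II) in 50 mM H2SO4, 30 min; A573/A405.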
12-hLO inh: 12-hLO (ALOX12) enzyme inhibition. AID 1452. purified 12-hLO, xylenol orange hydroperoxide absorbance. hit rate 0.12% among 150,000. P18054. Potency, µM (series often up to 57.1 µM), inactives show top-dose activity change, negative = inhibition, usual class: inhibitors; note: potency is the fitted concentration of half-maximal effect; nearly all actives have a fitted effect of over 55% in size; many of its hits are not listed in these tables
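Xylenol orange chromogenic assay: hydroperoxide from 12hLO oxidises Fe(II), giving red-shifted Fe(III)-XO absorbance. Conditions: 150 nM enzyme, 40 uM arachidonic acid, 25 mM Hepes pH 7.0, 0.01% Triton X-100, 30 min, room temperature.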
Numbers without * were called inactive; u = inconclusive; x = not tested or not shown; [ ] = dose if it differs, or a comment. Unless noted, calls come from the whole dose curve; as a rule, active = well fitted curve in the direction sought with a large enough effect; inconclusive = small, poorly fitted or top-dose-only effect, or another doubt; inactive = no such curve, though single readings can be large; an effect the other way counts as inactive or inconclusive. Unless noted, % is set by controls: 0 for no effect and ±100 for the full control effect. An excerpt; rates above refer to the full screens.

SMILES | IMPase cell inh | PNC assembly inh | 15-hLO-2 inh | 12-hLO inh
Cc1cc(NC(=S)Nc2ccccc2)ccc1Br | -15 | 31 | u | -8%
CC(C)[C@H](CO)Nc1nc(Nc2ccc(C(=O)O)c(Cl)c2)c2ncn(C(C)C)c2n1 | 4 | x | 4% | -4%
Cc1cc(C(=O)NCc2ccc(S(N)(=O)=O)cc2)c(C)o1 | 9 | -1 | 11% | -7%
COc1ccc(S(=O)(=O)N(Cc2cccs2)C2CCCC2)cc1 | 13 | -10 | -5% | 1%
CCOC(=O)C1CCN(C(=O)c2cccc(C(=O)N3CCC(C(=O)OCC)CC3)c2)CC1 | 5 | 20 | -1% | 0%
CC(C)CCN1C(=O)CCC1(C)C(=O)NC1CCCCCC1 (stereo not drawn) | 2 | -29 | 1% | -1%
Cc1ccc(CCSCC(=O)O)cn1 | 3 | 21 | -5% | 0%
S=c1[nH]ncn1/N=C/c1ccccc1 | 3 | -28 | -1% | -7%
N#Cc1ccc(N2CCc3ccccc3C2)c([N+](=O)[O-])c1 | 6 | -20 | x | -5%
CCOC(=O)C(C(=O)c1ccccc1)C1CC(C)NC(=S)N1 (stereo not drawn) | x | 9 | x | -5%
CCCN1CCC(N2CCN(c3cccc(C(F)(F)F)c3)CC2)CC1 | 6 | -11 | 37%[activator] | -6%
CC(NC(=O)c1ccccc1NS(C)(=O)=O)c1ccccc1 (stereo not drawn) | -3 | -20 | 8% | 0%
O=C(N/N=C/c1cccnc1)C(O)(c1ccccc1)c1ccccc1 | 5 | 95 | -19% | -6%
O=[N+]([O-])c1ccc(N/N=C/c2ccccc2)c(F)c1 | x | -12 | x | -6%
Cc1cccc(NC(=O)CCn2nc(C)cc2C)c1 | 6 | 27 | -1% | -2%
O=C(COc1ccc(Cl)cc1)OCC(=O)N1CCCCCC1 | -7 | u | -4% | 10%
CCSc1nc2sc3c(c2c(=O)[nH]1)CCc1ccccc1-3 | 18 | -25 | x | -1%
CNc1oc(-c2ccc(C)cc2)nc1P(=O)(c1ccccc1)c1ccccc1 | 3 | -11 | 18% | -9%
CC(C)OC(=O)c1c(NC(=O)c2ccco2)sc2c1CCCCC2 | -6 | 30 | u | -15%
Cc1cc(NC(=O)CCC(=O)N(c2ccccc2)C(C(=O)NC2CCCC2)c2cccs2)no1 (stereo not drawn) | 1 | 58 | -5% | 1%

Reprinted at random: seven records from the list.
SMILES | IMPase cell inh | PNC assembly inh | 15-hLO-2 inh | 12-hLO inh
CNc1oc(-c2ccc(C)cc2)nc1P(=O)(c1ccccc1)c1ccccc1 | 3 | -11 | 18% | -9%
CC(NC(=O)c1ccccc1NS(C)(=O)=O)c1ccccc1 (stereo not drawn) | -3 | -20 | 8% | 0%
O=[N+]([O-])c1ccc(N/N=C/c2ccccc2)c(F)c1 | x | -12 | x | -6%
S=c1[nH]ncn1/N=C/c1ccccc1 | 3 | -28 | -1% | -7%
CCSc1nc2sc3c(c2c(=O)[nH]1)CCc1ccccc1-3 | 18 | -25 | x | -1%
N#Cc1ccc(N2CCc3ccccc3C2)c([N+](=O)[O-])c1 | 6 | -20 | x | -5%
CCOC(=O)C(C(=O)c1ccccc1)C1CC(C)NC(=S)N1 (stereo not drawn) | x | 9 | x | -5%

New compounds follow
SMILES | IMPase cell inh | PNC assembly inh | 15-hLO-2 inh | 12-hLO inh
COc1ccc(N(CC(O)Cn2c(C)nc3ccccc32)S(=O)(=O)c2ccccc2)cc1 (stereo not drawn) | x | -15 | x | -2%
COc1ccc(C(=O)c2cc(C(C)=O)c(Nc3ccccc3)s2)cc1 | x | u | x | 2%
CSC1=NC2C(N1)N(C)C(=O)N2C (stereo not drawn) | 5 | -28 | -3% | -1%
O=C(Cc1cccs1)NNC(=O)c1ccc(F)cc1 | x | -27 | x | 1%
COc1cc(-c2nnc(SCC(=O)OC3CCCCC3)o2)cc(OC)c1OC | 10 | 0 | 9% | -2%
CO/N=C(/c1nonc1N)N1CCN(c2ccc([N+](=O)[O-])cc2)CC1 | 10 | 113 | -1% | -6%
CC1=C(C#N)C(=O)N(C)C(C)(C)C1 | 7 | -4 | 1% | 0%
COC(=O)C1CCN(C(=O)COC(=O)[C@@H]2CC(O)CN2S(=O)(=O)c2ccc3c(c2)OCCO3)CC1 (stereo partly drawn) | x | -11 | x | -1%
COc1ccccc1-c1nnc(SC(C(=O)c2c[nH]c3ccccc23)c2ccccc2)n1C (stereo not drawn) | -3 | 6 | x | -5%
CC1=C(C)NC(=S)SC1 | 6 | 46 | -22% | -6%
CC1/C(=N/O)CC(c2ccco2)NC1c1ccco1 (stereo not drawn) | x | 52 | x | -1%
CCCc1ccccc1OCCNC(C)=O | 6 | -21 | 6% | 6%
CCn1c(SCC(=O)N2CCN(c3ccccc3)CC2)nnc1-c1cc2cc(Cl)ccc2o1 | -2 | 4 | 11% | -1%
CN1CCN(C(=S)Nc2ccc(Cl)cc2Cl)CC1 | 0 | -8 | 5% | -1%
CCOCCN1CCN(c2c(CC)c(C)nc3cc(-c4cc(OC)cc(OC)c4)nn23)CC1 | 7 | 201 | x | -6%
CCOC(=O)c1ccccc1NS(=O)(=O)c1ccc(OC)cc1 | -10 | -9 | x | -10%
O=C1CC(c2ccco2)=Nc2ccccc2N1 | -8 | -10 | x | 2%
CCOc1ccc(C(=O)Nc2cccc(C(=O)O)c2C)cc1Cl | x | 14 | x | 2%
CCOc1ccc(C(=O)c2cc([N+](=O)[O-])ccc2Cl)cc1 | 11 | -30 | 3% | -6%
COc1cccc(/C=C2\N=C(SC)SC2=O)c1OC | 1 | -91* | -5% | -13%
CC(C)Nc1ncnc2c1cnn2-c1ccccc1 | -6 | -11 | x | -17%
CC(=O)c1cccc(NC(=O)CN2C(=O)C3C4C=CC(C4)C3C2=O)c1 (stereo not drawn) | -2 | u | 1% | 8%
O=S(=O)(NCCc1ccccc1F)c1cccc(S(=O)(=O)N2CCOCC2)c1 | -2 | u | 2% | 0%
CC(=O)Oc1ccc(/C=C/C(=O)CC2OC(Oc3cc(OC(C)=O)c4c(c3)O[C@@H](c3ccc(OC(C)=O)cc3)CC4=O)C(OC(C)=O)C(OC(C)=O)C2OC(C)=O)cc1 (stereo partly drawn) | -5 | x | -6% | -3%
O=C(O)c1ccc(C(=O)c2ccc3c(c2)C(=O)N(Cc2ccco2)C3=O)cc1 | -1 | u | -1% | 0%
O=C(NC(=S)Nc1ccc(N2CCOCC2)cc1)c1ccc(Cl)cc1 | x | 26 | x | -1%
O=c1oc(-c2cccc(S(=O)(=O)N3CCOCC3)c2)nc2ccccc12 | -1 | u | 0% | 3%
Cc1ccc(Cn2nnc3c(=O)n(CC(=O)N4CCCCC4)cnc32)cc1 | 6 | -2 | -17% | -11%
COc1ccc(C(C)NC(=O)c2ccc(Br)cc2)cc1OC (stereo not drawn) | x | -7 | x | 4%
O=C(CCCn1c(=S)[nH]c2cc3c(cc2c1=O)OCO3)N1CCN(c2ncccn2)CC1 | -1 | -4 | -15% | 4%
CC[C@H](C)C1NC(=O)[C@H](CC(=O)O)NC(=O)c2cc([N+](=O)[O-])cc(I)c2NCCC(C(N)=O)NC1=O (stereo partly drawn) | x | -29 | x | -5%
CCN1CCN(Cc2ccc(NC(=O)Nc3ccccc3)cc2)CC1 | 10 | -17 | x | 0%
CC(=O)c1cccc(NC(=O)N2CCCC2C(=O)NCCc2ccccc2)c1 (stereo not drawn) | -3 | -9 | -2% | 0%
CCOC(=O)C1=C(C)N(c2ccc(Cl)cc2)C(=O)NC1c1cccc([N+](=O)[O-])c1 (stereo not drawn) | -2 | u | x | 3%
Cn1c(=O)c2c(ncn2CC(=O)NCc2cccnc2)n(C)c1=O | 8 | u | -5% | -4%
COc1ccc(CCNS(=O)(=O)c2ccccc2)cc1OC | 5 | -23 | 2% | 0%
O=C(/C=C/c1ccco1)Nc1ccc(N2CCCC2)cc1 | x | 29 | x | 0%
CC(C)C(OC(=O)c1ccco1)C(=O)NCc1ccco1 (stereo not drawn) | 12 | u | 1% | -4%
CCOc1ccc(S(=O)(=O)Nc2ccc(Cl)cn2)c(C)c1C | 0 | u | 3% | -10%
CCCCCCOC(=O)NCC(O)c1ccccc1 (stereo not drawn) | 4 | -20 | 2% | -2%
CCC(C)N=CC1=C(O)C(C(=O)OC)C(C)(C)CC1=O (stereo not drawn) | -5 | 14 | x | 9%
CCn1nnc(-c2ccccc2NC(=O)c2cc(OC)cc(OC)c2)n1 | 14 | u | 10% | -9%
Cc1[nH]c2ccccc2c1C(O)CN1CCN(c2cccc(C(F)(F)F)c2)CC1 (stereo not drawn) | 2 | -3 | 28% | u
Fc1cc(F)c(F)c(SCCc2ccncc2)c1F | 17 | u | -30% | -27%
Cn1c(=O)c2c(ncn2CC(=O)OCc2ccccc2)n(C)c1=O | -3 | 18 | -3% | 0%
Cc1onc(-c2ccccc2)c1C(=O)NCc1ccccn1 | 3[1.84 µM] | 26 | 6%[11.4 µM] | 2%
O=C(c1cc(-c2ccccc2O)on1)N1CCCC1 | 2 | -2 | -4% | -5%
CC(NC(=O)Cn1nc(C(F)(F)F)c2c1CCC2)c1ccccc1 (stereo not drawn) | 4 | -19 | -4% | 0%
CNC(=O)c1cccc(N2CCCC2=O)c1 | 10 | -5 | 7% | -4%
O=C(Nc1cccc(C(F)(F)F)c1)C(Sc1cccc[n+]1[O-])c1ccccc1 (stereo not drawn) | x | 3 | x | -2%
CC/C(C)=N/Nc1cccc([N+](=O)[O-])c1 | -5 | 29 | x | u
O=C(NC1CCN(Cc2ccccc2)CC1)C1CCN(c2nnc(-n3cccc3)s2)CC1 | 11 | 173 | x | 4%
O=C1CN(C(=O)COc2ccccc2)CCN1 | -12 | 138 | x | 6%
O=C(COC(=O)Cc1ccc(Cl)cc1Cl)NCCC1=CCCCC1 | x | 17 | x | 0%
COc1cc(NC(=O)C2CCCO2)c(C(=O)O)cc1OC (stereo not drawn) | 14 | 16 | -7% | 3%
CCOc1ccccc1CNCCO | 8 | -21 | x | 4%
COc1ccccc1NC(=O)c1ccc(COc2ccccc2OC)o1 | 7 | 28 | -1% | -2%
CCOC(=O)C(C(=O)NCC1CCCO1)C1CCCCC1 (stereo not drawn) | u | u | x | -3%
O=[N+]([O-])c1cccc(S(=O)(=O)NCC2CCCO2)c1 (stereo not drawn) | -11 | 7 | x | 4%
Cc1c(C(=O)OC(C)C)[nH]c2c1C(=O)CCC2 | -4 | 8 | 5%[2.29 µM] | 1%
The list goes on:
SMILES | IMPase cell inh | PNC assembly inh | 15-hLO-2 inh | 12-hLO inh
CCc1cccc(CC)c1NC(=O)c1cc(CN2C(=O)c3ccccc3C2=O)ccc1OC | x | u | x | 1%
COCc1cc(C)nc(SCC(=O)c2ccc(O)c(O)c2)c1C#N | 2[1.84 µM] | 33 | -4%[11.4 µM] | -22%
CC(C)CN(CC(C)C)S(=O)(=O)N1CCC(C(=O)NCc2ccc(F)cc2)CC1 | 7 | -6 | 15% | 0%
CCOC(=O)c1cnc(SCC(=O)c2ccc(C)cc2)nc1N | 0 | -2 | x | -3%
COc1ccc(CCn2c(N3CCOCC3)nc3c2c(=O)[nH]c(=O)n3C)cc1 | -2 | -12 | 1% | 8%
Cc1cc(C)c2nc(NNC(=O)c3ccc(S(=O)(=O)N4CCCC(C)C4)cc3)sc2c1 (stereo not drawn) | x | 39 | x | -19%
CCN(CC)CCNC(=O)COc1ccc(OC)cc1 | 3[20.6 µM] | x | -3% | 0%
Cc1ccccc1NS(=O)(=O)c1ccc(C)c(C(N)=O)c1 | u | 17 | 20% | -6%
COC(=O)CCC(=O)Oc1ccc(OC(=O)CCC(=O)OC)cc1 | x | -113* | x | -2%
O=C(COc1ccccc1)N1CCN(C(=O)c2cccc(F)c2)CC1 | -2 | -10 | 1% | -9%
